Compound activity as filed in PubChem BioAssay.
HDAC3 inhib – HDAC3 deacetylase inhibitors, primary screen, biochemical, fluorescence, cell-free homogeneous; Histone deacetylase 3 (Homo sapiens), O15379; recombinant HDAC3, fluorogenic peptide/trypsin coupled; inhibition, % at 8.3 µM; 320,000 tested, 0.15% active; in the data active means inhibition above about 26%, passing the limit was not always enough; inconclusive means no clear call, values can overlap the other calls
Target sequence (O15379 whole entry, looked up): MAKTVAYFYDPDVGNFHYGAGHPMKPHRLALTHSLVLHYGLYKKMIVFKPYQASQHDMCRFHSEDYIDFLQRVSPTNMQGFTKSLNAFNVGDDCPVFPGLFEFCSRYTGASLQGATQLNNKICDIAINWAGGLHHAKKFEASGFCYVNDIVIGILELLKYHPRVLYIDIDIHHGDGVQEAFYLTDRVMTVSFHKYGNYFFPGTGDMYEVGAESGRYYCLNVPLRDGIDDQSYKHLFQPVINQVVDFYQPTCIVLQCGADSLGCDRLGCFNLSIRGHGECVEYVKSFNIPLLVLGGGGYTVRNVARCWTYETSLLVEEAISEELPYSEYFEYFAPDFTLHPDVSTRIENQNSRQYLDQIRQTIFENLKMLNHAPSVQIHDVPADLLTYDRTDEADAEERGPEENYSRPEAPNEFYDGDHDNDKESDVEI
TRPC6 act – mouse TRPC6 channel activators, primary screen, cell-based, HEK293, membrane potential dye. HEK293-TRPC6 membrane potential dye fluorescence; active compounds read high. B-score at 10 µM. 310,000 tested, 0.13% active;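 active means B-score of the integrated fluorescence ratio above library mean plus 3 SD, and starting fluorescence ratio within library mean plus 5 SD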;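 further: higher score means more depolarization so channel activation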
RGS4 block – RGS4 inhibitors, primary screen, cell-based, HEK293 M3R inducible RGS4, calcium flux | AID 463165, 2010 | Regulator of G-protein signaling 4 (Homo sapiens), P49798 | 310,000 tested, 0.45% active | B-score at 10 µM | Fluo-4 calcium flux; active compounds read high; triggered by carbachol at its EC20;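 active means B-score, a plate-corrected calcium signal, over three deviations above library mean, with baseline fluorescence within five deviations of library mean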;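 further: RGS4 expression induced by doxycycline in cells with stable M3 receptor; B-score is computed from the integrated fluorescence ratio over baseline after carbachol; higher B-score means a larger calcium signal and so more RGS4 inhibition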
Target sequence (P49798 whole entry, looked up): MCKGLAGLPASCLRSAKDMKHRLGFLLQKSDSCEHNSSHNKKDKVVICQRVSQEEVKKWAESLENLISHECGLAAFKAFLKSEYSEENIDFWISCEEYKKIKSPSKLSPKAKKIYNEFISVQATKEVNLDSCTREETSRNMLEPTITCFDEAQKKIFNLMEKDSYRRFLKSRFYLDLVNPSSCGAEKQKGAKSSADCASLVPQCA
TRPC6 inh – mouse TRPC6 channel inhibitors, primary screen, cell-based, HEK293, membrane potential dye. ACh-evoked depolarization; active compounds read low. B-score at 10 µM. 310,000 tested, 1.1% active;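 active means B-score under library mean minus 3 SD, initial fluorescence not abnormally high, positive integrated signal ratio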;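 further: B-score derived from integrated fluorescence ratio over the kinetic read; more negative B-score means stronger inhibition of depolarization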
SKKanGAS inh – S. pyogenes SKKanGAS growth inhibitors in kanamycin, primary screen, streptokinase expression inhibitor project, SKKanGAS strain, BacTiter-Glo luminescence; 6 h; inhibition, % at 7.5 µM; 300,000 tested, 1.3% active; AID 1662, 2009;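 active means mean replicate score, as percent of positive control median, at least 50; inconclusive means mean below 50 but one replicate at or above 50; inactive means mean and every replicate below 50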;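 further: strain carries kanamycin resistance gene driven by streptokinase promoter and grows in 40 µg/ml kanamycin; loss of luminescence reflects streptokinase promoter inhibition or plain growth inhibition; 0% = median of DMSO wells and 100% = positive control at its reference dose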
MrgX1 PAM – positive allosteric modulators of MrgX1, primary screen, HEK293 cells, Fluo-4 calcium flux; B-score at 10 µM; AID 588675, 2011; 310,000 tested, 0.63% active; Mas-related G-protein coupled receptor member X1 (Homo sapiens), Q96LB2; FDSS; active compounds read high;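 active means plate-corrected calcium response at least 3 library SD above typical, normal starting fluorescence, not activating the receptor alone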;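 further: compound read alongside a low EC10 to EC30 dose of BAM8-22 agonist; peak minus trough fluorescence over baseline measured at the second addition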
Target sequence (Q96LB2 whole entry, looked up): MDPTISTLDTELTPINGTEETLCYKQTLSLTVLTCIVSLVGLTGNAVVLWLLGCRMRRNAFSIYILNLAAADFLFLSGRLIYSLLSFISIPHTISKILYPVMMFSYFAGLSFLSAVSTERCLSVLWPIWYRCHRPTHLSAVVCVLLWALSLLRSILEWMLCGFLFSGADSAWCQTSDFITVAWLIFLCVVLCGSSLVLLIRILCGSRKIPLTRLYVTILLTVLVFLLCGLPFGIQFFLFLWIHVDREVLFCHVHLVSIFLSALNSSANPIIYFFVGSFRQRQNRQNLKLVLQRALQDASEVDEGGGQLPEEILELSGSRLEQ
MrgX1 antag – antagonists of human MrgX1 receptor, primary screen, HEK293 cells, Fluo-4 calcium flux; AID 588676, 2011; BAM8-22 antagonism; active compounds read low; 310,000 tested, 1.3% active; B-score at 10 µM;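 active means calcium-response B-score plate-corrected more than 3 library SD below zero, starting fluorescence within 5 deviations, no agonist response on first addition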;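 further: peak minus trough fluorescence over baseline after final BAM8-22 challenge near maximal dose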
ANO1 activ – TMEM16A chloride channel activators or potentiators, primary screen, cell-based, HTS; 340,000 tested, 0.3% active; B-score at 10 µM; AID 623877, 2012; HEK293 TMEM16A/YFP-H148Q/I152L, iodide quench fluorescence; active compounds read low;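 active means fluorescence-ratio B-score plate-corrected deviation score at least 3 library SD below zero, with starting fluorescence score within 5 deviations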;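 further: channel opened by trigger with iodide after compound preincubation; score built on the fluorescence ratio of max minus min over baseline; more negative score means more quench and so TMEM16A activation or potentiation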
RGS4 pot – RGS4 potentiators or activators, primary screen, cell-based, HEK293 M3R inducible RGS4, calcium flux; carbachol calcium flux Fluo4; active compounds read low; B-score at 10 µM; 310,000 tested, 0.92% active;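 active means B-score of the integrated calcium signal more than 4 SD below the library mean, with starting fluorescence not abnormally high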;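 further: negative B-score means reduced calcium response which marks RGS4 activation or potentiation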
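Assay system: Inducible-RGS4 HEK293 cells carrying M3 receptor | Schedule: Compound preincubation 20 min at room temperature before agonist | Signal: Kinetic calcium fluorescence imaging with Fluo4-AM dye, 2 µM | Read-out basis: B score from integrated fluorescence ratio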
MrgX1 ag – agonists of human MrgX1 receptor, primary screen, HEK293 cells, Fluo-4 calcium flux; Mas-related G-protein coupled receptor member X1 (Homo sapiens), Q96LB2; B-score at 10 µM; 310,000 tested, 0.44% active; AID 588627, 2011; Fluo-4 calcium fluorescence, agonist mode; active compounds read high;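 active means calcium response B-score plate-corrected fluorescence ratio at least 3 library SD, with starting fluorescence B-score inside 5 SD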
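Material: MrgX1-expressing HEK293 cells; input: 15,000 cells per well; doses: test compound given as first of three sequential additions; schedule: overnight plating before 1 h dye loading; technique: Fluo-4 NW calcium-flux fluorescence, kinetic read; evaluation: baseline-normalised fluorescence change ratio, B-scored; control set: plate-wise positive and negative controls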
ANO1 block – TMEM16A chloride channel inhibitors, primary screen, cell-based, HTS | Anoctamin-1 (Mus musculus), Q8BHY3 | HEK293 TMEM16A/YFP iodide influx fluorescence, ionomycin | normalized B-score (activity score, 25-100; higher = stronger inhibition) at 10 µM | 310,000 tested, 1.2% active | AID 588511, 2011;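 active means ratio plate-corrected score three or more library SD toward inhibition, starting fluorescence score within five deviations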;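 further: score derived from kinetic fluorescence span divided by baseline fluorescence per well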
Numbers without * were called inactive; i = inactive; ? = inconclusive; . = no result given; & = joins results of further samples.

SMILES | HDAC3 inhib | TRPC6 act | RGS4 block | TRPC6 inh | SKKanGAS inh | MrgX1 PAM | MrgX1 antag | ANO1 activ | RGS4 pot | MrgX1 ag | ANO1 block
C=CCn1c(SC(C)C(=O)NCc2ccc3c(c2)OCO3)nnc1C1CCCCC1 (centres undefined) | -10.4 | i | i | i | -4.6 | i | i | i | i | i | i
COc1cccc(C(=O)NCc2n[nH]c(=S)n2-c2cccc(C)c2)c1 | 1.3 | i | i | i | -7.4 | i | i | i | i | i | i
COc1ccccc1C(=O)Nc1nnc(S(=O)(=O)N2CCC(C)CC2)s1 | 2.4 | i | i | i | 11.5 | i | i | i | i | i | i
CC(=O)c1sc2c(c1OC(=O)c1ccc(Cl)cc1Cl)c(=O)n(-c1ccccc1)c(=S)n2-c1ccccc1 | 9.7 | i | i | i | 14.7 | i | i | i | i | i | i
O=C(COc1ccc2ccc(=O)oc2c1)Nc1ccc(N2CCOCC2)cc1 | -4.3 | i | i | i | 14.8 | i | i | i | i | i | i
COc1ccc(C=C(C(C)=O)C(C)=O)cc1OC | 2.3 | i | 17.9* | i | 5.3 | i | i | i | i | i | i
Cc1cc2nc(NCCCO)n(CC(=O)c3cc(C(C)(C)C)c(O)c(C(C)(C)C)c3)c2cc1C | -2.3 | . | . | . | . | i | i | i | . | i | 100*
C[C@]12CCC3C(CC=C4C[C@@H](O)CC[C@@]43C)C1CCC2[C@]1(C)CCC(=O)O1 (some centres undefined) | 2.4 | i | i | i | -3.3 | i | i | i | i | i | i
CN(C(=O)COC(=O)c1ccc(Cl)nc1)C1CCS(=O)(=O)C1 (centres undefined) | -4.1 | i | i | i | -0.4 | i | i | i | i | i | i
CCOc1ccc2nc(SCC(=O)NC(=O)C(C)C)sc2c1 | . | i | i | i | 5.0 | . | . | i | i | . | .
CCc1ccc(NC(=O)NCc2cccnc2)cc1 | -5.1 | i | i | i | -0.5 | i | i | i | i | i | i
Cc1noc2c1C(c1ccc(N(C)C)cc1)C1=C(CC(C)(C)CC1=O)N2 (centres undefined) | 1.1 | i | i | i | -1.8 | i | i | i | i | i | i
O=C(Cc1c2ccccc2nc2ccccc12)c1ccccc1 | -20.6 | i | i | i | 0.3 | i | i | i | i | 30.6* | i
COC(c1ccccc1)c1nc2ccccc2[nH]c1=O (centres undefined) | -2.6 | i | i | i | -1.3 | i | i | i | i | i | i
N#Cc1cccc(NC(=O)Cc2ccccc2)c1 | -1.7 | i | i | i | 3.1 | i | i | i | i | i | i
CCS(=O)(=O)c1ccc(-c2cccc(NC(=O)c3ccco3)c2)nn1 | 6.2 | i | i | i | -2.4 | i | i | i | i | i | i
Cc1ccc(S(=O)(=O)/N=S(/c2ccccc2)C(C)C)cc1 (centres undefined) | 4.5 | i | i | i | -2.1 | i | i | i | i | i | i
CCCCCN1CC(O)=C(c2ccccc2)C1=N | 2.1 | i | i | i | -3.6 | i | i | i | i | i | i
O=C(Nc1nc(=O)c2ccccc2s1)c1ccccc1 | -0.3 | i | i | i | -1.6 | i | i | i | i | i | i
CCOC(=O)c1cccc(-c2ccc(C=O)o2)c1 | 4.1 | i | i | i | -7.7 | i | i | i | i | i | i
CCOC(=O)c1cnc(-n2nc(C)cc2C)nc1NNc1nc(C)cc(C)n1 | -3.7 | i | i | i | 80.4* | i | i | i | i | i | i
COc1cccc(N=C(N)N=C(N)N)c1 | -6.7 | i | i | i | 6.6 | i | i | i | i | i | i
S=c1[nH]nc(-c2cc3ccccc3o2)n1Cc1ccccc1 | -16.3 | i | i | i | 10.4 | i | i | i | i | i | i
O=c1cc(CO)oc(C(Nc2cccc([N+](=O)[O-])c2)c2ccccn2)c1O (centres undefined) | 14.8 | i | i | i | 0.5 | i | -4.59* | i | i | i | i
Cc1cccc2cc(-c3nc4c(C)cccn4c3NCc3ccco3)c(=O)[nH]c12 | 2.5 | i | i | i | -0.8 | i | i | i | i | i | i
Cc1cc(C)nc(SCC(=O)Nc2ccc(N3CCOCC3)cc2)n1 | -3.8 | i | i | i | 0.7 | i | i | i | i | i | i
COc1ccc(-c2cn[nH]c2-c2ccc(OCC(=O)NN)cc2O)cc1OC | 1.3 | i | i | i | 3.5 | i | i | i | i | i | i
O=C(NC(=S)Nc1nc(-c2cccc3ccccc23)cs1)c1cc2ccccc2o1 | -1.5 | i | i | i | 5.0 | i | i | i | i | i | i
COc1ccccc1OCCn1nnc2ccccc21 | 4.6 | i | i | i | -1.2 | i | i | i | i | i | i
CN(C)CCCNC(=O)N1c2ccccc2Sc2ccccc21 | 10.4 | i | i | i | 0.0 | i | i | i | -11.3* | i | i
CCNS(=O)(=O)c1ccc(NC(=O)Nc2ccc3c(c2)OCO3)cc1 | 1.4 | i | i | i | -2.1 | i | i | i | i | i | i
COC(=O)Nc1cc(C)nc2ccccc12 | -2.5 | i | i | i | -19.2 | i | i | i | i | i | i
CCO[C@H]1OC(C(=O)NC2CC2)=C[C@@H](c2ccc(Br)cc2)[C@@H]1CCCO | 3.4 | i | i | i | 4.5 | i | i | i | i | i | i
CCN(CC)S(=O)(=O)c1ccc(OC(C)C)nc1 | ? | i | i | i | -2.8 | i | -5.89* | i | i | i | i
COC(=O)c1cc2occc2n1CC(=O)N(C)C1CCCCC1 | 2.2 | i | i | i | 2.0 | i | i | i | i | i | i
CCOC(=O)Cn1nc(C)c(NC(=O)c2ccc(Br)o2)c1C | 3.0 | i | i | i | 4.6 | i | i | i | i | i | i
Cc1cccnc1NC(=O)C1CCCN1S(=O)(=O)c1ccc(Cl)cc1 (centres undefined) | -18.3 | i | i | i | -1.9 | i | i | i | i | i | i
Fc1ccc(C2c3cccn3CCN2C(=S)Nc2cccc(F)c2)cc1 (centres undefined) | 3.7 | i | i | i | 0.3 | i | i | i | i | i | i
CNC(=O)Oc1ccc2c(c1)[C@]1(C)CCN(C)C1N2C (some centres undefined) | -7.3&9.1 | i | i | i | -1.1 | i | i | i | i | i | i
CCOc1ccc(OCC)c2sc(C)nc12 | 0.6 | i | i | i | -6.4 | i | i | i | i | i | i
CCOCCCN(CCC#N)C(=O)C1CCN(S(=O)(=O)c2ccc(-n3cnnn3)cc2)CC1 | -0.9 | i | i | i | -3.1 | i | i | i | i | i | i
Cc1cccc(N(CC(=O)NC2CCCCC2)C(=O)c2csnn2)c1 | -4.6 | i | i | i | 19.9 | i | i | i | i | i | i
O=C(Nc1sc(-c2ccccc2)cc1C(=O)O)c1ccccc1 | -0.8 | i | i | i | -4.7 | i | i | i | i | i | i
COC(=O)CCC(=O)Nc1nccs1 | -4.0 | i | i | i | 1.7 | i | i | i | i | i | i
Cc1c(NC(=O)c2cccs2)cccc1NC(=O)c1cccs1 | -5.9 | i | i | i | 2.4 | i | i | i | i | i | i
COc1ccccc1-n1c(SCC(=O)Nc2nnc(C)s2)nc2c(c1=O)SCC2 | 7.9 | i | i | i | -3.7 | i | i | i | i | i | i
C/C(=N/NC(=O)c1cc(C)[nH]n1)c1ccco1 | 1.9 | i | i | i | -4.0 | i | i | i | i | i | i
O=c1cc(CNc2ccc(Br)cc2)nc2sccn12 | 3.6 | i | i | -7.01* | 6.2 | i | i | i | i | i | i
Cc1ccc(S(=O)(=O)N/N=C2/CC(c3ccccc3)Oc3ccccc32)cc1[N+](=O)[O-] (centres undefined) | -0.6 | i | i | i | 25.4 | i | i | i | i | i | 100*
COc1ccc2c(c1OC)C(=O)N1C2SC[C@H]1C(=O)NC1CCCCC1 (some centres undefined) | -3.0 | i | i | i | 2.4 | i | i | i | i | i | i
O=C(CCn1nc(-c2ccc(Cl)cc2)c2ccccc2c1=O)NCC1CCCO1 (centres undefined) | -3.1 | i | i | i | 0.9 | i | i | i | i | i | i
COC(=O)COc1ccc(S(=O)(=O)Nc2ccc3c(c2)OCO3)cc1Cl | -3.4 | i | i | i | 1.6 | i | i | i | i | i | i
Cc1[nH]c2ccccc2c1Cc1n[nH]c(=S)o1 | 4.2 | i | i | i | 2.0 | i | i | i | i | i | i
Cc1ncc([N+](=O)[O-])n1CC(=O)Nc1ccc(F)c(F)c1 | . | i | i | i | -8.8 | i | i | i | i | i | i
O=S(=O)(c1ccc(N2CCCC2c2nc3ccccc3s2)nc1)N1CCOCC1 (centres undefined) | -0.2 | i | i | i | 1.4 | i | i | i | i | i | i
Cc1ccc(NS(=O)(=O)c2cccc(C(=O)NCCCn3ccnc3)c2)cc1 | 1.5 | i | i | i | -7.3 | i | i | i | i | i | i
COc1ccc(-c2noc(CN(C(=O)c3ccoc3C)C(C)C)n2)cc1 | -5.3 | i | i | i | 1.0 | i | i | i | i | i | i
O=C1C2CCCCC2C(=O)N1c1nccs1 (centres undefined) | 0.0 | i | i | i | -2.4 | i | i | i | i | i | i
O=C1/C(=C/N(C(=O)c2ccco2)c2ccc(Cl)cc2)Sc2ccccc21 | -3.2 | i | i | i | -1.0 | i | i | i | i | i | i
CC(=O)N(C)c1ccc(NC(=O)/C=C/c2ccccc2Cl)cc1 | 1.4 | i | i | i | 3.1 | i | i | i | i | i | i
CC1(CCBr)C(=O)N(c2ccccc2)c2ccccc21 (centres undefined) | 0.0 | i | i | i | 1.5 | i | i | i | i | i | i
COc1cc(C(=O)OCC(=O)N2c3ccccc3NC(=O)C2(C)C)ccc1OCC(C)C | -9.8 | i | i | i | -5.6 | i | i | i | i | i | i
